TDP1 cell CPT = growth inhibition of DT40 Tdp1-/-;hTDP1 cells with camptothecin (screen for TDP1 inhibitors) | AID 686979 | Potency, µM (highest dose often 46.2 µM), inactives show at the top dose activity change, negative = growth inhibition, usual class: inhibitors | 12% of 420,000 active | chicken DT40 Tdp1-/-;hTDP1 cells + 20 nM CPT, ATP luminescence, 48 h; note: nearly all actives have a fitted effect of over 55% in size
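Cell growth measured by CellTiter-Glo luminescence after a minimum 48 h, 37 C compound exposure with 20 nM CPT in Tdp1-knockout DT40 cells stably expressing hTDP1, seeded 400/well; qHTS titration format.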
TDP1 cell noCPT = qHTS for Inhibitors of human tyrosyl-DNA phosphodiesterase 1 (TDP1): qHTS in cells in absence of CPT; 15% of 420,000 active; Potency, µM (highest dose often 46.2 µM), for inactives: at the top dose activity change, negative = growth inhibition, most hits filed as inhibitors; DT40 Tdp1-/- hTDP1 cells, no CPT, ATP luminescence, 48 h; note: nearly all actives have a fitted effect of over 55% in size
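Stably hTDP1-transfected Tdp1-null chicken DT40 cells were treated with library compounds minus camptothecin and grown for at least 48 hr at 37 °C, after which cellular ATP was quantified by luminescence.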
TDP1 inh = inhibitors of human tyrosyl-DNA phosphodiesterase TDP1; Potency, µM (doses to about 130 µM), inactives show at the highest dose activity change, negative = inhibition, usual class: inhibitors; Q9NUW8; 0.28% of 350,000 active; recombinant TDP1, AlphaScreen DNA substrate cleavage; AID 485290; note: nearly all actives have a fitted effect of over 40% in size
Target sequence (Q9NUW8 whole entry, looked up): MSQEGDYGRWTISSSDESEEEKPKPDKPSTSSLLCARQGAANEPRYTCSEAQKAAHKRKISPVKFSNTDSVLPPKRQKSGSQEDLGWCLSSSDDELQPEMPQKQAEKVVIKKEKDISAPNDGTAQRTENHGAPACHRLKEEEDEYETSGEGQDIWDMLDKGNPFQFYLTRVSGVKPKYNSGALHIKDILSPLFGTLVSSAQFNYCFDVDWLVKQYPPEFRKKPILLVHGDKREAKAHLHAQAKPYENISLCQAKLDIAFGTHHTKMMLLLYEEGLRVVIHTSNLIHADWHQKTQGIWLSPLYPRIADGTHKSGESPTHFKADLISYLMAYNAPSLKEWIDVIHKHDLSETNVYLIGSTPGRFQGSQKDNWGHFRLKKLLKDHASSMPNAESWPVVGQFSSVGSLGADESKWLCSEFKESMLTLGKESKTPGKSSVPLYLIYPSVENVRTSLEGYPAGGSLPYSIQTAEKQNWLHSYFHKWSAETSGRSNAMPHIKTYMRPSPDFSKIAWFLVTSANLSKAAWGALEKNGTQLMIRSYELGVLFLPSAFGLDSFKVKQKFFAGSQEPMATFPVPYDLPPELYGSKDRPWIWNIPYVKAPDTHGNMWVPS
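Recombinant E. coli-expressed Tdp1 (1 nM) preincubated with compound 15 min at RT, then 5'-biotin/3'-phosphotyrosine-FITC DNA substrate (15 nM) added for 5 min. AlphaScreen beads (10 ug/ml) added, 10 min RT; tyrosine-FITC cleavage read as signal loss.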
Active calls of the source: *; ? = inconclusive; nt = no result given; & = joins results of further samples; [ ] = remark or other dose. Calls come from the whole dose curve; as a rule, active = well fitted curve in the direction sought with a large enough effect; inconclusive = small, poorly fitted or top-dose-only effect, or another doubt; inactive = no such curve, though single readings can be large; an effect the other way counts as inactive or inconclusive. % is set by controls: 0 for no effect and ±100 for the full control effect; potency is the fitted concentration of half-maximal effect.

compound	TDP1 cell CPT	TDP1 cell noCPT	TDP1 inh
CCOc1ccccc1CNC(=O)c1cnc2sc(N3CCOCC3)nn2c1=O	-1%	-13%	7%
Cc1ccc2c(Cl)cc(Cl)c(OCC(=O)NCCc3ccccn3)c2n1	?	?	0%
CCCNC(=O)NC(=O)CSc1nnc(C)n1N	-11%	5%	1%
O=Cc1c(-c2ccccc2)nc2ccccn12	-6%	10%	9%
CC1(C)Cc2c(sc3[nH]c(=S)n(Cc4ccco4)c(=O)c23)CO1	21µM*	?	nt
COc1cc(Nc2nc(SCC(=O)c3ccc(Cl)c(Cl)c3)nc3ccccc23)cc(OC)c1	1.3µM*	0.65µM*	5%
O=c1nccc(N/N=C/c2ccccc2)[nH]1	2%	7%	nt
CCCN(CCC)C(=O)C(c1ccccc1)C1(O)CCCCC1 (stereo not drawn)	?	?	nt
CN(C(=O)COC(=O)c1ccc(CN2CCCC2=O)cc1)c1ccccc1	-17%	-5%	-2%[56.1 µM]
O=C(CSc1nccc(=O)[nH]1)NCc1ccco1	14%	-11%	14µM*
O=C(COC(=O)c1ccc(S(=O)(=O)N2CCCCCC2)cc1)Nc1ccccc1C(F)(F)F	5%	1%	nt
COc1cc(-c2nc(Cn3nnc(C(=O)Nc4ccccc4)c3C)c(C)o2)cc(OC)c1OC	?	26µM*	5%

Next section
compound	TDP1 cell CPT	TDP1 cell noCPT	TDP1 inh
O=[N+]([O-])c1c(NCCO)cc(N2CCCCC2)c2nonc12	2%	-2%	-3%
CC(=O)NC1C(=O)N=C(SCC(=O)Nc2cccc(Cl)c2)NC1=O (stereo not drawn)	-6%	-11%	-3%
O=C(NC1CCCC1)C(c1ccco1)N1CCN(c2c(Cl)cncc2Cl)CC1 (stereo not drawn)	?	?	nt
O=C1NC[C@H](CCCCN2C[C@H](Cc3ccccc3)N(CC3CCCCC3)C(=O)C2=O)N(CCc2ccc(O)cc2)C1=O	3%	-5%	nt
CN1C(=O)C(O)(CC(=O)c2ccccn2)c2cc(Br)ccc21 (stereo not drawn)	5.8µM*	5.2µM*	0%
CCc1c(C)c(C#N)c2[nH]c3ccccc3n2c1=S	12µM*	12µM*	5%
CCc1nc2c(OCc3ccc(C#N)cc3)cccn2c1N(C)C(=O)c1cccs1	-13%	-21%	nt
O=C(CCCc1ccccc1)Nc1ccccn1	29%	0%	5%
Cc1ccc(S(=O)(=O)NCCNS(=O)(=O)c2ccccc2Br)cc1	9%	-15%	1%[56.1 µM]
COc1cccc(Cn2c(=O)c(C)nc3cnc(N4CCOCC4)nc32)c1	10%	-14%	nt
COc1ccc(N(Cc2cc3ccccc3[nH]c2=O)C(=O)c2cccc(Cl)c2)cc1	16µM*	23µM*	7%
CCOC(=O)C1=C(c2ccccc2)NC(SCC(=O)Nc2ccc(C)cc2)=C(C#N)C1c1ccco1 (stereo not drawn)	?	?	7%

(further entries)
compound	TDP1 cell CPT	TDP1 cell noCPT	TDP1 inh
O=C(COc1ccc([N+](=O)[O-])cc1Cl)Nn1cnnc1	0%	3%	0%
C[C@@H](N)CCCP(=O)(O)O	-22%	-20%	2%
O=C(C1CCCN(S(=O)(=O)c2ccc([N+](=O)[O-])cc2)C1)N1CCCCC1 (stereo not drawn)	?	16µM*	3%
COc1ccc(NC(=O)c2cc(Cl)ccc2NC(=O)c2ccco2)c(OC)c1	?	-20%	0%
CC1CCCCC1NC(=O)C(Cc1ccccc1)NS(=O)(=O)c1cccs1 (stereo not drawn)	-23%	-20%	2%
COC(=O)[C@]1(Cc2ccccc2)N[C@H](c2ccc(-c3cccc(Cl)c3)cc2)[C@@H]2C(=O)N(C)C(=O)[C@@H]21	16µM*	?	-2%
Cc1cc(-c2ccc(C)c(S(=O)(=O)NCc3ccc(OC(C)C)cc3)c2)on1	-22%	2%	-3%
CCCCCCN1C[C@@H](n2cc(-c3ccc(F)cc3)nn2)[C@H](O)C[C@@H]1c1ccc(Cl)cc1	12µM*	12µM*	nt
COC(=O)c1sccc1NC(=O)C1C2C=CC(C2)C1C(=O)O (stereo not drawn)	-2%	?	4%
c1ccc2c(C[C@@H]3CNCCN3CCCCC3CCCCC3)cccc2c1	?	?	6%
Cc1ccc(CCNC(=O)CCS(=O)(=O)c2ccc(Br)cc2)cc1	-9%	-17%	2%
Cc1ccc(NC(=O)CSc2nnc(CSc3nc(C)cc(C)n3)n2Cc2ccco2)c(C)c1	-22%	?	3%

Reprinted from above for reference:
compound	TDP1 cell CPT	TDP1 cell noCPT	TDP1 inh
CCCCCCN1C[C@@H](n2cc(-c3ccc(F)cc3)nn2)[C@H](O)C[C@@H]1c1ccc(Cl)cc1	12µM*	12µM*	nt
COC(=O)c1sccc1NC(=O)C1C2C=CC(C2)C1C(=O)O (stereo not drawn)	-2%	?	4%
c1ccc2c(C[C@@H]3CNCCN3CCCCC3CCCCC3)cccc2c1	?	?	6%
Cc1ccc(CCNC(=O)CCS(=O)(=O)c2ccc(Br)cc2)cc1	-9%	-17%	2%
Cc1ccc(NC(=O)CSc2nnc(CSc3nc(C)cc(C)n3)n2Cc2ccco2)c(C)c1	-22%	?	3%

The results go on.
compound	TDP1 cell CPT	TDP1 cell noCPT	TDP1 inh
CC(C)C[C@H](NC(=O)N1CC(=O)Nc2ccccc21)C(=O)N[C@H](C(=O)O)c1ccccc1	32%[activator]	6%	nt
CCS(=O)(=O)n1nc(-c2ccccc2)nc1N	-4%	-9%	5%
COc1cc2cc(/C=C/C(=O)c3ccco3)c(Cl)nc2cc1OC	4.1µM*	4.6µM*	7%
COC(=O)c1ccc(CNC(=O)COC(=O)CCC(=O)c2ccc(F)cc2)cc1	12%	8%	1%
O=C(c1ccncc1)N1CCC2(CCN(Cc3ccccc3)CC2)CC1	4%	-1%	nt
CC(=O)OCc1c(C(F)(F)F)nn(C)c1SCc1ccc(Cl)cc1	0%	-26%	7%
O=C(COC(=O)c1ccccc1NC(=O)c1ccco1)NCCC1=CCCCC1	?	-21%	2%
CCOC(=O)c1c(-c2ccccc2)oc2ccc(N(C(C)=O)S(=O)(=O)c3ccccc3)cc12	?	?	nt
CC(Cc1ccccc1)=NNS(=O)(=O)c1ccc([N+](=O)[O-])cc1	-3%	?	nt
COc1ccc2oc(=O)cc(CN3CCN(c4ccc(F)cc4)CC3)c2c1	?	23µM*	5%
Cc1ccc(/C=C2/NC(=O)N(Cc3ccccc3)C2=O)s1	?	-19%	-2%
COc1ccccc1OCC(=O)/C=C1/N(C)c2ccccc2C1(C)C	16µM*	21µM*	-8%

(continued)
compound	TDP1 cell CPT	TDP1 cell noCPT	TDP1 inh
Oc1ccc(/C=N/Nc2ccc(Cl)nn2)c(O)c1O	?	21µM*	nt
COCCNC(=O)C(=O)NCC1OCCN1C(=O)c1ccc(Cl)cc1 (stereo not drawn)	5%	9%	4%
CCOC(=O)C1(Cc2ccc(Cl)cc2)CCN(Cc2nccn2CC)CC1	21µM*	?	nt
CCN(CCCNC(=O)CSc1cc(=O)n(C)c2cc(Cl)ccc12)c1cccc(C)c1	?	?	5%
COc1ccccc1NC(=O)N1CCCC1C(=O)NCc1ccccc1Cl (stereo not drawn)	5%	-1%	1%
Clc1ccc(N=c2ssnc2Cl)cc1	10µM*	15µM*	14%[56.1 µM]
COc1cccc(C(=O)c2c[nH]c(C(=O)NCCCN(C)C)c2)c1	9%	-15%	-5%
COc1cc(NS(=O)(=O)c2ccc(NC(=O)/C=C/c3ccc([N+](=O)[O-])cc3)cc2)ncn1	15%	?	5%
O=C(Nc1ccc(Br)cc1)c1cc(S(=O)(=O)Nc2ccccn2)ccc1Cl	?	?	9%
O=C(COC(=O)Cc1cccs1)Nc1ccc(F)c(F)c1F	-4%	-6%	-1%
O=C(NCCc1nc2ccccc2[nH]1)/C(=C/c1ccc2c(c1)OCO2)NC(=O)c1ccccc1	-22%	-28%	3%
COc1cc(NC(=O)C2CCN(S(=O)(=O)c3ccc4c(c3)oc(=O)n4C)CC2)cc(OC)c1	?	21µM*	-1%

Following part.
compound	TDP1 cell CPT	TDP1 cell noCPT	TDP1 inh
COc1ccc(CCCC(=O)NCC(=O)N/N=C/c2cc(Cl)ccc2OC)cc1	2%	-20%	5%
O=C(NC(=S)Nc1ccc(N2CCCC2)cc1)c1ccc(F)cc1	-18%	-22%	6%
O=S(=O)(NC1=NCCC1)c1cccs1	4%	0%	0%
NC(=O)c1nsc(C(=O)N(c2ccc(Cl)cc2)C(C(=O)NCC2CCCO2)c2cccs2)c1N (stereo not drawn)	?	?	2%
CCOc1ccc(S(=O)(=O)NCc2ccccn2)cc1NC(=O)c1ccccc1F	0.65µM*	0.65µM*	3%
COc1ccc(Cl)cc1Nc1cc(C)nc2ncnn12	3%	-22%	nt
Cc1cccc(-n2ncc3c(NCCCn4ccnc4)ncnc32)c1	?	?	-5%
Cc1cc(OCC(=O)N2CCOCC2)ccc1[N+](=O)[O-]	-11%	2%	nt
Cc1cc([N+](=O)[O-])nn1CC(=O)Nc1ccc(Cl)cn1	0%	2%	0%
COc1cccc(NC(=O)CN2C=NS(=O)(=O)c3ccccc32)c1	-1%	-16%	-1%
O=C(C1=C[C@@H](c2ccc(Br)cc2)C[C@@H](OCc2ccc(CO)cc2)O1)N1CCN(Cc2ccc3c(c2)OCO3)CC1	?	18µM*	4%
Nc1c(Br)cc(C=O)cc1Br	?	?	nt

New compounds follow
compound	TDP1 cell CPT	TDP1 cell noCPT	TDP1 inh
C[C@]12CC[C@H](O)CC1=CCC1C2CC[C@@]2(C)C1CC[C@@H]2NC(=O)CCC(=O)O (stereo partly drawn)	3%	-9%	0%
CCN(c1ccccc1)P(=O)(Nc1ccccc1)Nc1ccccc1	-5%	?	nt
NC(=O)c1c(N)sc(=S)n1-c1ccccc1	-10%	?	-7%
CC(=O)N1CCN(c2ccc(NC(=O)c3ccc(Cl)cc3)cc2)CC1	5%	-18%	nt
CCOc1cccc(-c2c(C(=O)N/N=C(\C)c3cccnc3)nnn2-c2nonc2N)c1	-3%	3%	3%
O=C(Nc1ccc2c(c1)OCO2)C1CCCN(S(=O)(=O)Cc2ccccc2)C1 (stereo not drawn)	?	?	1%
CC(=O)Nc1ccc(S(=O)(=O)NCc2ccc(C)n2C)cc1	-26%	-10%	nt
C=CC(C)n1c(Br)nc2c1c(=O)[nH]c(=O)n2C (stereo not drawn)	-1%	-20%	3%
Cc1ccccc1C#N	0%	10%	2%&14%
COc1ccc(NC(=O)CN(c2ccc(F)cc2)S(=O)(=O)c2ccccc2)c(OC)c1	?	?	3%
Fc1ccccc1NC(=S)NCCc1cccc(Cl)c1	8.2µM*	7.3µM*	1%
O=C(COc1ccc2ccccc2c1)N1CCCC1	?	7%	6%

Next section:
compound	TDP1 cell CPT	TDP1 cell noCPT	TDP1 inh
COc1ccc(S(=O)(=O)NCC(c2ccco2)N2CCN(c3ccccc3F)CC2)cc1C (stereo not drawn)	21µM*	18µM*	10%
COc1ccc(CCN(CC(=O)NC2CCCC2)C(=O)CCC(=O)Nc2cc(C)on2)cc1OC	2%	17%	7%
NS(=O)(=O)c1cccc(NC(=O)Cc2ccc(Cl)c(Cl)c2)c1	3%	-19%	-1%
COc1ccc2c(CNC3CCCCCC3)c(C(=O)O)n(Cc3cccc(F)c3)c2c1	-5%	?	0%
COc1ccc(-c2nnc3sc(CN4C(=O)c5ccccc5C4=O)nn23)cc1	-18%	-23%	1%
Cc1ccc(CCNC(=O)C2CCCN(c3nc4ccccc4o3)C2)cc1 (stereo not drawn)	-19%	-12%	3%
CCOC(=O)/C(=C/c1c(C)n(C)c2ccc([N+](=O)[O-])cc12)C(C)=O	?	9.2µM*	3%
COc1ccc(C(=O)NNC(=O)Cc2nc3ccccc3n2C)cc1	2%	-2%	0%
Cc1ccc(C(=O)Oc2cc(-c3ccccc3)no2)cc1	-3%	1%	1%
Cc1ccc(/C=N\NC(=O)COc2ccc(C)cc2[N+](=O)[O-])cc1	?	?	6%
Cc1ccc(C(=O)Nc2ccc(C(=O)NCC3CCCO3)cc2)cc1 (stereo not drawn)	-17%	-21%	nt
Cc1c(Cl)cccc1NC(=O)CC1Oc2ccccc2NC1=O (stereo not drawn)	2%&-11%	-2%&-8%	4%
O=C(O)CNC(=O)/C(=C\c1ccco1)NC(=O)c1ccco1	18%	-16%	-3%
O=C(CN(C(=O)CNC(=O)c1cccs1)c1cccc(F)c1)NC1CCCCC1	3%	-6%	15%

Retrieved one by one from the entries so far (two):
compound	TDP1 cell CPT	TDP1 cell noCPT	TDP1 inh
Cc1ccc(CCNC(=O)CCS(=O)(=O)c2ccc(Br)cc2)cc1	-9%	-17%	2%
O=C1NC[C@H](CCCCN2C[C@H](Cc3ccccc3)N(CC3CCCCC3)C(=O)C2=O)N(CCc2ccc(O)cc2)C1=O	3%	-5%	nt
